aGlu spleen mod = lysosomal alpha-glucosidase (human) modulation; human spleen homogenate, 4-MU-alpha-glucoside fluorescence; 0.006% of 240,000 active; Potency, µM (doses to about 79.9 µM), for the others: at the top dose activity change, negative = inhibition, most hits filed as inhibitors; AID 2112;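 note: 0% = enzyme with vehicle and -100% = no enzyme basal signal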
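Human spleen homogenate (1 ug) incubated with compounds and 1 mM 4-methylumbelliferyl-alpha-D-glucopyranoside in pH 5.0 citrate/phosphate buffer, 37 C, 40 min. Stopped at pH 10; 4-MU fluorescence (Ex 365/Em 440 nm); AC50 by Hill fit.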
L3MBTL1 block = L3MBTL1 (human) inhibition; Q9Y468; AlphaScreen L3MBTL1–H3K9me1 peptide binding; Potency, µM (top dose mostly 57.1 µM), without a hit: top-dose activity, negative = inhibition, usual class: inhibitors; 0.66% of 230,000 active; note: nearly all actives have a fitted effect of over 60% in size
Target sequence (Q9Y468 whole entry, looked up): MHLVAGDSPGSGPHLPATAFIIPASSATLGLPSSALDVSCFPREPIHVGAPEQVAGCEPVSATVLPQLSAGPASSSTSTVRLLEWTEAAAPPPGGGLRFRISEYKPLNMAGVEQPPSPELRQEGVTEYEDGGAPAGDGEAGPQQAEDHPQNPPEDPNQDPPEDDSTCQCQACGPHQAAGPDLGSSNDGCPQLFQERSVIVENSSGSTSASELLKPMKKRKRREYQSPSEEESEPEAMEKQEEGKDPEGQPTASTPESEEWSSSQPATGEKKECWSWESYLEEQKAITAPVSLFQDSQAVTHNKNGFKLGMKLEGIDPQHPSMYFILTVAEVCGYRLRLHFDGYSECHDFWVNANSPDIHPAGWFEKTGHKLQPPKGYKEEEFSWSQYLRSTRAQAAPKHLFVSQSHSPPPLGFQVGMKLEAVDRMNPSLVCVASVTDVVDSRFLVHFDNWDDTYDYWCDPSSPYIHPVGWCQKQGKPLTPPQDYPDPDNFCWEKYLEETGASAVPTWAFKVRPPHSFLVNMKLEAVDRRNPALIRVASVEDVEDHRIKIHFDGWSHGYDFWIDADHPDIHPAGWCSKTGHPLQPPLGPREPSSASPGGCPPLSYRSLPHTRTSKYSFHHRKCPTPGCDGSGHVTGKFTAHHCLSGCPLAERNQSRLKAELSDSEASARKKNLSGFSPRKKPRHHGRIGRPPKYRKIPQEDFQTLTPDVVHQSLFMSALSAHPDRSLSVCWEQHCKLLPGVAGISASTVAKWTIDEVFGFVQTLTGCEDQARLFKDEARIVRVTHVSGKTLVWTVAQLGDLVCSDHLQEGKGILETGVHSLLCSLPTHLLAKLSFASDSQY
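AlphaScreen assay: L3MBTL1 (50 nM final) was preincubated 30 min at room temperature with biotinylated H3(1-15)K9me1 peptide (75 nM final), then 30 min with library compounds; streptavidin donor and nickel chelate acceptor beads (10 ug/mL final) added, 30 min dark.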
GAA glycogen = alters human alpha-glucosidase cleavage of glycogen; recombinant GAA, glycogen substrate, Amplex Red glucose oxidase fluorescence; 0.38% of 300,000 active; Potency, µM (titrated, usually from 76.4 µM), for inactives: at the top dose activity change, negative = inhibition, most hits filed as inhibitors; P10253;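 note: 0% = full enzyme reaction and -100% = no-enzyme basal signal; the screen sought inhibitors and activators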
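qHTS, 1536-well; enzyme 4 nM final; cpd up to 77 uM; substrate bovine liver glycogen 30 ug; 50 mM citrate/phosphate pH 5.0, 0.01% Tween-20; 37 C, 40 min; Amplex Red detection 45 min RT; Hill fit → AC50.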
TR SRC2 fluor cs = counter-screen for TRb-SRC2 inhibitors: fluorescence interference | Potency, µM (series often up to 106 µM), without a hit: top-dose fluorescence change, negative = quenching | TRb/SRC2 Texas Red total fluorescence interference | AID 1479 | 0.29% of 280,000 active; active = well fitted curve in either direction with a large enough effect; inconclusive = small, poorly fitted or top-dose-only effect
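Human TRb ligand-binding domain at 0.6 uM with 20 nM Texas Red SRC2 peptide in Tris buffer containing 1 uM T3 and 5% DMSO, incubated with compound 5 h at ambient temperature. Total fluorescence (555/632 nm) calculated as parallel + 2 × perpendicular.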
RECQ1 inh = blocks DNA unwinding by human RECQ1 | AID 2549 | Potency, µM (titrated, usually from 57.3 µM), without a hit: top-dose activity, negative = inhibition, usual class: inhibitors | P46063 | 0.54% of 240,000 active | RECQ1 DNA unwinding, red fluorescence kinetic read;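 note: plate controls were vehicle for no effect and no enzyme for full effect; nearly all actives have a fitted effect of over 30% in size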
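50 nM RECQ1T1 preincubated 15 min with compound in Tris pH 8.0 buffer with MgCl2, DTT, Tween-20 and 2.5 ug/ml poly(dI-dC); started with 200 nM TAMRA/BHQ-2 forked duplex and 2 mM ATP. Unwinding read as fluorescence (525/598 nm), two reads 2 h apart.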
RGS12 GoLoco inh = inhibitors of human Gai1-RGS12 GoLoco interaction (red fluorophore) | Gai1:RGS12 GoLoco peptide FP, rhodamine, 10 min | P63096 | 0.44% of 230,000 active | Potency, µM (titrated, usually from 61.6 µM), for inactives: top-dose activity, negative = inhibition, usual class: inhibitors; active = well fitted inhibition curve with a large enough effect, not every such curve was filed as active; inactive = no such curve, though single readings can be large or run the other way; note: nearly all actives have a fitted effect of over 30% in size; many of its hits are not listed in these tables
GAA inh = alpha-glucosidase (human) inhibition; purified human GAA, 4-MU-alpha-glucoside fluorescence; P10253; Potency, µM (highest dose often 76.9 µM), inactives show at the highest dose activity change, negative = inhibition, actives largely listed as inhibitors; 0.005% of 200,000 active;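 note: plate controls were uninhibited enzyme wells for no effect and no-enzyme background for full effect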
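Compounds are titrated up to 77 uM against 4 nM human enzyme. Substrate 4-methylumbelliferyl-alpha-D-pyranoside (400 uM) reacts 20 min at room temperature in pH 5.0 buffer; liberated 4-methylumbelliferone is read at 440 nm.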
TRb SRC2 PPI = TRbeta-SRC2 interaction inhibition; TRbeta-SRC2 peptide binding, fluorescence polarization; receptor liganded with 1 µM T3; Potency, µM (series often up to 106 µM), for the others: top-dose activity change, negative = inhibition, most hits filed as inhibitors; 0.065% of 280,000 active;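 note: plate controls were bound peptide for no effect and peptide without receptor for full effect; nearly all actives have a fitted effect of over 50% in size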
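Assay buffer: 20 mM Tris-HCl, 100 mM NaCl, 10% glycerol, 1 mM EDTA, 0.01% NP-40, 1 mM DTT, 1 uM T3, 5% DMSO; TRb LBD 0.6 uM, Texas Red SRC2 20 nM; FP after 5 hr.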
* = called active by the depositor; i = inactive; ? = inconclusive; · = no result given; [ ] = another dose, or the depositor's remark. Unless noted, calls come from the whole dose curve; as a rule, active = well fitted curve in the direction sought with a large enough effect; inconclusive = small, poorly fitted or top-dose-only effect, or another doubt; inactive = no such curve, though single readings can be large; an effect the other way counts as inactive or inconclusive. Unless noted, % is set by controls: 0 for no effect and ±100 for the full control effect; potency is the fitted concentration of half-maximal effect. Not all compounds are listed, so the mix of outcomes need not match the whole.

SMILES | aGlu spleen mod | L3MBTL1 block | GAA glycogen | TR SRC2 fluor cs | RECQ1 inh | RGS12 GoLoco inh | GAA inh | TRb SRC2 PPI
CN(C)CCCN(Cc1ccccc1)C(=S)Nc1ccc(SC(F)F)cc1 | -2% | -3% | -4% | 1% | -2% | 1% | 5% | -2%
CC(C)CCNC(=O)c1onc(CSc2ccncc2)c1C(=O)NCCC(C)C | -2% | · | -9% | 0% | i | 2% | · | -4%
CCc1c(C)n([O-])c2c([n+]1=O)CCC2 | -10% | 8% | 3% | 2% | -8% | -1% | 0% | 4%
COc1ccc(Cl)cc1N1C(=O)C2CCCN2C1c1sccc1C (stereo unspecified) | -4% | -9% | ? | -4% | 17% | 7% | 4% | 0%
O=C(Nc1ccccc1N1CCCCC1)c1ccc(Cl)c([N+](=O)[O-])c1 | -2% | · | -10% | -5% | -6% | -26% | -9% | -6%
COc1cccc(C(C(=O)NC2CCCC2)N(Cc2ccc(C)cc2)C(=O)c2ccco2)c1OC (stereo unspecified) | -3% | 8% | 3% | 2% | -5% | -4% | -11% | 9%
CC(=O)CCC(=O)OCC(=O)c1ccc(C(F)(F)F)cc1 | -5% | 0% | 0% | 0% | 5% | 1% | 0% | 6%
COc1ccc(C(=O)c2oc3ccc(OC)cc3c2NC(C)=O)cc1 | 5% | 20% | 4% | -4% | -9% | -2% | 9% | 2%
CCOC(=O)CCNC(=O)N1CCCC(CNS(=O)(=O)Cc2ccccc2)C1 (stereo unspecified) | 2% | 5% | -12% | 0% | -7% | -6% | 6% | 3%
c1ccc(-c2nc3nc4ccccc4nc3n2CC2CCCO2)cc1 (stereo unspecified) | 19% | -4% | 7% | -3% | -5% | -8% | · | 3%
CCc1cc2c(SCC(=O)N(CC)c3c(N)n(Cc4ccccc4)c(=O)[nH]c3=O)ncnc2s1 | 3% | 4% | -3% | -1% | i | 12% | -3% | 6%
Cc1noc(C)c1CSc1nc2ccccc2c(=O)n1-c1ccc(Cl)cc1 | 3% | · | -5% | 1% | -22% | -102% | -9% | -11%
Cc1ccc(S(=O)(=O)N2CCC(C(=O)N[C@@H](C)C(=O)NCc3ccccc3)CC2)cc1 | 12% | -3% | 16% | -3% | 2% | 1% | -11% | 0%
N/C(=N/OC(=O)c1ccccc1Cl)c1nonc1N | 6% | · | 2% | -1% | i | 6% | 9% | -5%
CCCCn1ccnc1C(=O)c1ccc(S(=O)(=O)N(CCOC)CCOC)cc1 | -15% | 3% | 1% | -2% | -4% | 5% | 1% | -14%

As a short view, 6 of the compounds above.
SMILES | aGlu spleen mod | L3MBTL1 block | GAA glycogen | TR SRC2 fluor cs | RECQ1 inh | RGS12 GoLoco inh | GAA inh | TRb SRC2 PPI
CC(=O)CCC(=O)OCC(=O)c1ccc(C(F)(F)F)cc1 | -5% | 0% | 0% | 0% | 5% | 1% | 0% | 6%
COc1ccc(C(=O)c2oc3ccc(OC)cc3c2NC(C)=O)cc1 | 5% | 20% | 4% | -4% | -9% | -2% | 9% | 2%
CCOC(=O)CCNC(=O)N1CCCC(CNS(=O)(=O)Cc2ccccc2)C1 (stereo unspecified) | 2% | 5% | -12% | 0% | -7% | -6% | 6% | 3%
c1ccc(-c2nc3nc4ccccc4nc3n2CC2CCCO2)cc1 (stereo unspecified) | 19% | -4% | 7% | -3% | -5% | -8% | · | 3%
CCc1cc2c(SCC(=O)N(CC)c3c(N)n(Cc4ccccc4)c(=O)[nH]c3=O)ncnc2s1 | 3% | 4% | -3% | -1% | i | 12% | -3% | 6%
Cc1noc(C)c1CSc1nc2ccccc2c(=O)n1-c1ccc(Cl)cc1 | 3% | · | -5% | 1% | -22% | -102% | -9% | -11%

Later entries:
SMILES | aGlu spleen mod | L3MBTL1 block | GAA glycogen | TR SRC2 fluor cs | RECQ1 inh | RGS12 GoLoco inh | GAA inh | TRb SRC2 PPI
CCC(c1nnnn1Cc1ccco1)N(CCN1CCOCC1)Cc1cc2cc(C)ccc2[nH]c1=O (stereo unspecified) | 5% | -5% | -17% | 5% | 16% | -3% | 3% | -4%
O=C(N/N=C/c1ccsc1)c1cc(-c2cccs2)nc2ccccc12 | -10% | -8% | -8% | 0% | 0% | 13% | ? | 4%
O=C(O)Cc1sc(-c2ccccc2Cl)nc1-c1ccccc1 | 1% | -3% | 0% | -2% | 0% | -24% | -8% | 1%
O=C(O)C1CCN(C(=O)COc2ccc(Br)cc2)CC1 | 4% | 11% | -13% | 2% | -2% | 2% | 7% | -6%
COc1ccc(OC)c(NC(=O)C2CCN(c3ncccn3)CC2)c1 | -5% | 5% | 7% | 0% | i | 5% | -2% | -22%
Cc1nn(-c2ccc(F)cc2)c(Cl)c1/C=N/NC(=O)c1cccc(S(=O)(=O)N2CCCC2)c1 | 0% | 5% | 3% | 0% | 1% | 14% | -4% | 7%
O=C(Nc1ccccc1F)c1ccc([N+](=O)[O-])s1 | · | -34% | -1% | 0% | i | 10% | -11% | -5%
COc1ccc(CNC(=O)CCN2C(=S)NC(C)(C)CC2C)cc1 (stereo unspecified) | 2% | 15% | 1% | -3% | -16% | 5% | -5% | -6%
COc1ccc(C(O)C(CN2CCOCC2)c2ccccc2)cc1F (stereo unspecified) | -3% | -1% | 2% | -1% | -12% | 15% | -5% | -7%
CC(C)CN(CC(C)C)S(=O)(=O)N1CCC(C(=O)NCc2ccc3c(c2)OCO3)CC1 | -3% | · | 2% | -1% | i | 8% | 0% | 7%
O=C(Nc1cccc(S(=O)(=O)NC2=NCCCCC2)c1)c1cc(-c2ccc(Cl)cc2)nc2ccccc12 | -3% | -4% | 6% | -3% | -21% | 12% | -8% | 0%
COC(=O)c1c(N)sc2c1CCN(c1ncc(C(F)(F)F)cc1Cl)C2 | 4% | · | -7% | -1% | -7% | 52%[activator] | 0% | 7%
Cn1c(=O)c(=O)n(C)c2cc(S(=O)(=O)Nc3ccc4c(c3)OCCO4)ccc21 | -2% | -8% | -3% | 4% | -6% | -3% | -1% | -1%
COC(=O)c1ccc(COc2ccccc2/C=N/NS(=O)(=O)c2ccc(C)cc2)cc1 | 0% | 5% | -5% | 0% | -11% | 4% | -2% | -1%
COC(=O)c1sccc1NC(=O)c1ccco1 | 10% | -2% | 0% | -1% | -1% | 6% | -3% | -16%
O=C(Nc1nccs1)c1ccc(N2C(=O)[C@@H]3[C@H](C2=O)[C@H]2C=C[C@@H]3C2)cc1 | -1% | 3% | 2% | -2% | -4% | 2% | · | -2%
CC(Oc1ccc(Cl)cc1)C(=O)/C=C/N(C)C (stereo unspecified) | -19% | 5% | 5% | -3% | -6% | -2% | 0% | -10%
Cc1cnc(NC(=O)c2c(-c3ccccc3)noc2C)s1 | -2% | · | 2% | -4% | i | -1% | · | 5%
CC(=O)Nc1cc(-c2nn(C)c(=O)c3ccccc23)ccc1N1CCOCC1 | 1% | · | 10% | 1% | -13% | 8% | 3% | -4%
CCN1CCN(CC(=O)c2c[nH]c3ccc(C)cc23)CC1 | -2% | · | 5% | -1% | -3% | 3% | 7% | -4%
COCCNC(=O)C(C)OC(=O)c1nsc(Cl)c1Cl (stereo unspecified) | -11% | 17% | 3% | -1% | 4% | 8% | -1% | -5%
O=C(CSc1nc2c(c(C(F)(F)F)n1)CCc1ccccc1-2)NCc1ccccc1 | 5% | -9% | -3% | -3% | 8% | 23% | -2% | -2%
Cc1sc2nc(C(C)C)oc(=O)c2c1C | 6% | · | -3% | 0% | i | 6% | -2% | -4%
O=C(NCCN1C(=O)S/C(=C\c2ccc(Cl)c(Cl)c2)C1=O)c1ccc2c(c1)C(=O)N(Cc1ccncc1)C2=O | -1% | 16% | -11% | -2% | -11% | -22% | ? | -8%
O=C(CSCc1cccc(Br)c1)NC1CC1 | -4% | 0% | -3% | -2% | i | 1% | 0% | 1%
CCOC(=O)C1CCN(C/C=C/c2ccccc2OC)CC1 | -9% | · | -10% | 1% | i | 5% | -1% | -8%
c1ccc(SCCc2ccncc2)cc1 | -5% | 8% | -13% | 0% | -9% | 3%[14.2 µM] | 1% | -6%
COc1ccc(S(=O)(=O)N2CCc3ccccc32)cc1NC(C)=O | 0% | 4% | -9% | -3% | i | 18% | -2% | -7%
COc1ccc(N2C3=C(C(=O)CC(C)(C)C3)C(c3cnn(C)c3)C3=C2CC(C)(C)CC3=O)cc1 | ? | 1% | 6% | -3% | -9% | 4% | · | -6%
CCC(C#CCN1CCOCC1)(CC)OCCC#N | -14% | 1% | 8% | 0% | i | 6% | -6% | 1%
CCCCN(C)C(=O)c1cc2cc3cc(OC)ccc3nc2o1 | · | 25% | -3% | -1% | i | 2% | 3% | 2%
Cc1cccc(-c2nc(=S)c3c(n2Cc2ccco2)CCCC3)c1 | 0% | · | -9% | -3% | -2% | 16% | -4% | 1%
CC(=O)O[C@@H]1CC[C@@]2(C)[C@H](C1)[C@H](OC(C)=O)C[C@@H]1[C@@H]2C[C@H]2[C@@H]3CN4C[C@H](C)CC[C@H]4[C@H](C)[C@H]3CC[C@@]12O | 0% | · | · | -2% | -14% | · | · | 3%
CC1(C)CN=C(N2CCN(c3ncnc4sc5c(c34)CCCC5)CC2)S1 | 0% | 4% | 6% | -2% | -4% | 14% | -9% | 4%
CCN(CC)C(=O)C(Cc1ccccc1)N1C(=O)c2ccccc2C1=O (stereo unspecified) | -7% | · | 1% | 0% | -1% | -4% | 0% | -2%
c1cc(-c2noc(CCC3CCCC3)n2)ccn1 | 2% | 22%[11.4 µM] | 4% | -2% | ? | 4% | -4% | -9%
CC(C)Cn1c(N)c(C(=O)COC(=O)C2=COCCO2)c(=O)n(C)c1=O | -3% | · | 5% | 1% | i | -52% | 14% | -23%
Cc1nn(C)c(C)c1S(=O)(=O)N(CC(=O)Nc1ccc2c(c1)OCO2)c1ccc(C(C)C)cc1 | -3% | 5% | -4% | -3% | -7% | 4% | ? | 0%
Fc1cccc(Nc2ncnc3[nH]ncc23)c1 | -4% | 12% | -2% | -1% | -10% | -6% | -3% | -12%
O=c1ccc(C(F)(F)F)cn1Cc1cc(=O)n2ccsc2n1 | -15% | · | -1% | 1% | -3% | -12% | 0% | 6%

Screening data from PubChem.
